# High-throughput results (PubChem BioAssay)
# RORg inh – qHTS for inhibitors of ROR gamma transcriptional activity | Drosophila S2 Gal4-RORgamma UAS-luciferase reporter, 20 h | Potency, µM (highest dose often 53.6 µM), inactives show at the highest dose activity change, negative = inhibition, usual class: inhibitors | AID 2551, 2010 | 310,000 compounds, 5.4% hits; note: potency is the fitted concentration of half-maximal effect; % is set by controls: 0 for no effect and ±100 for the full control effect; nearly all actives have a fitted effect of over 60% in size
# Target sequence (P51450 whole entry, looked up, the tested form may be a part): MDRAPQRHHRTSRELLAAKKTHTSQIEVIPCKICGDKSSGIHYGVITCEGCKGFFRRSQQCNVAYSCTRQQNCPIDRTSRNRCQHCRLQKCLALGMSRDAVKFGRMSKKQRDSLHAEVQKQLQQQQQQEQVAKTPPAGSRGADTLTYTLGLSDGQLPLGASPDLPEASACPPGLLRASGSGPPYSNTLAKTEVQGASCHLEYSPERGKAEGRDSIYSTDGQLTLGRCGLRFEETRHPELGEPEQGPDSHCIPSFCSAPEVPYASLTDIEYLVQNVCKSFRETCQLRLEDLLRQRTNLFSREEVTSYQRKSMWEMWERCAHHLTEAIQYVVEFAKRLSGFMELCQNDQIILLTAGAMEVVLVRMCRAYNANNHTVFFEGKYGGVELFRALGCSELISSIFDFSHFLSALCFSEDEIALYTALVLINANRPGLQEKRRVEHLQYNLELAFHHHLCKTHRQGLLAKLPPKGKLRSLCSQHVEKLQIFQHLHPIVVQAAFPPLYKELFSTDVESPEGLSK
#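 ROR gamma transcriptional activity was tracked as Gal4-UAS luciferase output in stably transfected Drosophila Schneider cells, with compound added 1 hr before 700 uM copper sulfate induction and a 20 hr ambient-temperature incubation.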
# p53 reactivator – qHTS assay for re-activators of p53 using a Luc reporter; H1299 p53-A138V BP100-luciferase reporter, luminescence, 24 h; Potency, µM (titrated, usually from 92.2 µM), for the others: at the highest dose activity change, positive = activation, usual class: activators; 320,000 compounds, 0.063% hits; AID 504706, 2011; note: potency is the fitted concentration of half-maximal effect; % of control where 0% means no effect; nearly all actives have a fitted effect of over 45% in size
#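 p53-null H1299 cells stably carrying temperature-sensitive p53-A138V and a BP100-luciferase reporter were pinned with compounds (4-point, 1:5 series) and held 24 hrs at 37 deg C. Luminescence was read 10 min after detection reagent.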
# ELG1 genotox – qHTS screen for small molecules that induce genotoxicity in human embryonic kidney (HEK293T) cells expressing luciferase-tagged ELG1; HEK293T ELG1-luciferase reporter, luminescence, 16 h; Potency, µM (top dose mostly 46 µM), without a hit: top-dose activity change, positive = activation, most hits filed as activators; 330,000 compounds, 1.3% hits; note: potency is the fitted concentration of half-maximal effect; % of control where 0% means no effect; nearly all actives have a fitted effect of over 60% in size
#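 16 hr compound incubation (37 °C, 5% CO2) of HEK293T cells carrying luciferase-tagged ELG1; luciferase then measured by ONE-Glo luminescence after 30 min at RT.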
# NPC1 prom act – qHTS Assay for NPC1 Promoter Activators; Huh7 NPC1 promoter luciferase reporter, 24 h; Potency, µM (doses to about 9.22 µM), for the others: top-dose activation, usual class: activators; 320,000 compounds, 2.4% hits;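 note: potency is the fitted concentration of half-maximal effect; % of control where 0% means no effect; nearly all actives have a fitted effect of over 60% in size; reporter is driven by a mutant NPC1 promoter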
#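 Luminescence read-out of NPC1 promoter-driven luciferase in stably transfected Huh7 cells; compounds delivered in DMSO and left 24 h at 37C, 5% CO2, qHTS titration format.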
# Gal4-VP16 FLuc – VP16 counterscreen qHTS for inhibitors of ROR gamma transcriptional activity; Drosophila S2 Gal4-VP16 UAS-luciferase, luminescence, 20 h; Potency, µM (highest dose often 53.6 µM), for the others: at the top dose activity, negative = inhibition, hits mostly inhibitors; 310,000 compounds, 3.5% hits;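 note: Gal4-VP16 expression switched on by copper sulfate through the metallothionein promoter; potency is the fitted concentration of half-maximal effect; % is set by controls: 0 for no effect and ±100 for the full control effect; nearly all actives have a fitted effect of over 50% in size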
# BRCA1 expr up – qHTS Assay to Identify Small Molecule Activators of BRCA1 Expression. AID 624202, 2012. Potency, µM (top dose mostly 46.1 µM), for the others: at the top dose activation, hits mostly activators. MCF7-BRCA1-FFLuc reporter, luminescence, 48 h; response scale: scaled: vehicle 0%, 10 µM genistein 100%. 380,000 compounds, 1.1% hits; note: potency is the fitted concentration of half-maximal effect; nearly all actives have a fitted effect of over 80% in size; some results filed as inactive show a strong effect at the top dose
#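 Quantitative HTS in MCF7 cells stably reporting BRCA1 expression via firefly luciferase. Compound treatment lasts 48 h at 37 °C in phenol-red free MEM. Activation is expressed relative to genistein at 10 microM and DMSO.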
# Rab9 promoter act – qHTS Assay for Rab9 Promoter Activators; Potency, µM (highest dose often 9.22 µM), for inactives: at the top dose activation, negative = inhibition, actives largely listed as activators; 320,000 compounds, 2.8% hits; AID 485297, 2010; Huh7 Rab9 promoter-luciferase reporter, luminescence, 24 h; note: potency is the fitted concentration of half-maximal effect; % of control where 0% means no effect; nearly all actives have a fitted effect of over 60% in size
#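 Cells were plated at 1500 per well in reduced-serum medium with 10% FBS and left 2 h. Compound in DMSO was then added for 24 h at 37 °C. Reporter signal was read by luminescence after 10 min with luciferase detection reagent.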
# Tb PFK block – qHTS Assay to Find Inhibitors of T. brucei phosphofructokinase; T. brucei PFK, ADP-Glo luminescence; Potency, µM (titrated, usually from 57.5 µM), inactives show top-dose activity, negative = inhibition, hits mostly inhibitors; 330,000 compounds, 0.17% hits; AID 485367, 2010;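 note: potency is the fitted concentration of half-maximal effect; 0% = uninhibited 1x PFK enzyme wells and -100% = no-enzyme wells; nearly all actives have a fitted effect of over 60% in size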
#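 ADP-Glo luminescence quantified ADP after 45 min at room temperature, with 1.25 nM T. brucei PFK, 0.1 mM ATP and 0.5 mM fructose-6-phosphate in pH 8.0 TEA buffer. qHTS titrations up to 57 µM; curves classified by quality.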
# ELG1 DNA repair – qHTS screen for small molecules that inhibit ELG1-dependent DNA repair in human embryonic kidney (HEK293T) cells expressing luciferase-tagged ELG1; 330,000 compounds, 2.3% hits; AID 504467, 2011; Potency, µM (series often up to 46.1 µM), for the others: at the highest dose activity change, negative = inhibition, hits mostly inhibitors; HEK293T ELG1-luciferase reporter, luminescence, 16 h; DNA damage induced by 5-fluorouridine; note: potency is the fitted concentration of half-maximal effect; % is set by controls: 0 for no effect and ±100 for the full control effect; nearly all actives have a fitted effect of over 55% in size
#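 Cells (2,000 per well) received 5-fluorouridine plus test compound or DMSO and were incubated 16 hr at 37 °C, 5% CO2. Luciferase activity was read by luminescence 30 min after ONE-Glo addition; signal suppression marked inhibition of damage-induced ELG1 function.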
# TRPV1 agonist – HTS Assay for Compounds that Act as Agonists of the Vanilloid Receptor 1; Transient receptor potential cation channel subfamily V member 1 (Homo sapiens), Q8NER1; 320,000 compounds, 0.19% hits; TRPV1-expressing cells, Fluo-8 calcium influx, agonist mode; activation, % at 8.33 µM; in the data active = activation above about 80%; inconclusive = between about 30% and that limit; note: 0% is about no effect
#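 Fluo-8 calcium influx in TRPV1-expressing cells, kinetic read (ex 480/em 520 nm). Compound added and read 3 min for agonist activity, followed by capsaicin at EC20 final and 2 min further read for enhancement.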
# FLuc modulator – qHTS profiling assay for firefly luciferase inhibitor/activator using purifed enzyme and Km concentrations of substrates (counterscreen for miR-21 project); Luciferin 4-monooxygenase (Photinus pyralis), P08659; purified FLuc, Km substrates, luminescence inhibition; Potency, µM (titrated, usually from 57.5 µM), inactives show at the highest dose activity change, negative = inhibition, most hits filed as inhibitors; 360,000 compounds, 6.9% hits; AID 588342, 2011;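 note: potency is the fitted concentration of half-maximal effect; plate controls were vehicle for no effect and reference inhibitor for full effect; nearly all actives have a fitted effect of over 55% in size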
# Target sequence (P08659 whole entry, looked up): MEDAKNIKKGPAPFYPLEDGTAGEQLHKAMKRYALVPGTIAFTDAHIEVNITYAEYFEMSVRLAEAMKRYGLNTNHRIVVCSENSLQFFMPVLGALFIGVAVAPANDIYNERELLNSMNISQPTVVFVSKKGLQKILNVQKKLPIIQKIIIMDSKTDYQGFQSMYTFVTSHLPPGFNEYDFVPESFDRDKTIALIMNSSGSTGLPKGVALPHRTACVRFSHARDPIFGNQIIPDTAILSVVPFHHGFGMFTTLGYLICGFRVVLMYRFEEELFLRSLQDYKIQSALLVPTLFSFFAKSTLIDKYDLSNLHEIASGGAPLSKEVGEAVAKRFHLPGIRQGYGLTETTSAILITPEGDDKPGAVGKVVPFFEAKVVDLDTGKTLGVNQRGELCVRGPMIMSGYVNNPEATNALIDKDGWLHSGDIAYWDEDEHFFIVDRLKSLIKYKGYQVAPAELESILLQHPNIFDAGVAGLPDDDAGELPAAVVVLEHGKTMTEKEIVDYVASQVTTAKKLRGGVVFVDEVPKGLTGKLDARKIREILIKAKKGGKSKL
#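 Purified P. pyralis luciferase, 10 nM final, with Km-level 10 uM D-luciferin and 10 uM ATP in 50 mM Tris acetate pH 7.5, 10 mM Mg acetate, 0.01% Tween-20, 0.05% BSA; 6-point qHTS titration about 60 µM downward; luminescence read.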
# * = called active by the depositor; ? = inconclusive; . = not tested or not shown; [ ] = dose if it differs, or a comment. Unless noted, calls come from the whole dose curve; as a rule, active = well fitted curve in the direction sought with a large enough effect; inconclusive = small, poorly fitted or top-dose-only effect, or another doubt; inactive = no such curve, though single readings can be large; an effect the other way counts as inactive or inconclusive.
SMILES	RORg inh	p53 reactivator	ELG1 genotox	NPC1 prom act	Gal4-VP16 FLuc	BRCA1 expr up	Rab9 promoter act	Tb PFK block	ELG1 DNA repair	TRPV1 agonist	FLuc modulator
O=C(O)Cc1csc(-c2cccc(F)c2)n1	-2%	-3%	0%	-1%	-13%	-3%	0%	-6%	0%	-6	?
CCN(CC(=O)Nc1ccc(NC(C)=O)cc1)C(=O)c1oc2c(ccc3ccccc32)c1C	.	11%	2%	2%	.	-15%	-5%	-6%	?	0	3%
CC(=O)Nc1sc(N/N=C\c2ccc(O)cc2)nc1-c1cccs1	8%	16%	?	11%	14%	63%	22%	0%	?	-2	12µM*
CC(=O)Nc1ccc(Sc2ncccc2C(=O)Nc2ccc(F)cc2)cn1	44%	-5%	0%	2%	-24%	-27%	-4%	1%	5%	11	6%
Cc1cc(C(=O)COC(=O)c2ccc(O)cc2O)c(C)n1C(C)C	.	?	12%	3.5µM*	.	?	3.5µM*	-1%	-19%	?	4.8µM*
CS(=O)(=O)NCc1nnc(SCc2ccc(C(F)(F)F)cc2)o1	43%	-4%	1%	-8%	5%	-4%	-7%	-7%	7%	?	-2%
NC(=O)C1CCN(C(=O)c2cc3n(n2)C(C(F)(F)F)CC(c2ccco2)N3)CC1 (stereo not given)	51%	-4%	10%	2%	2%	2%	-1%	-5%	-27%	5	1%
CCOC(=O)Cn1c(=NC(=O)c2sc3ccccc3c2Cl)sc2cc(S(N)(=O)=O)ccc21	-7%	-3%	2%	-12%	?	-19%	-3%	-1%	1%	-1	0%
CN(c1ccc(F)cc1)S(=O)(=O)c1ccc(Cl)c(C(=O)NCC2CCCO2)c1 (stereo not given)	.	-1%	1%	5%	.	-18%	-2%	0%	16%	0	2%
CC(=O)c1c(C)[nH]c(C(=O)CSc2nc3ccccc3c(=O)n2CCCN2CCOCC2)c1C	4%	8%	-2%	-4%	12%	-27%	-1%	0%	?	13	0%
Cn1c(N)c(C(=O)CSc2nnc(-c3c[nH]c4ccccc34)n2C2CC2)c(=O)[nH]c1=O	.	?	2%	2%	.	-7%	0%	-5%	?	-1	-15%
CSCC(=O)N1CCC(n2nccc2NC(=O)CCc2ccccc2)CC1	-2%	1%	5%	-2%	-5%	8%	1%	2%	13%	-1	0%
Clc1ccc(-c2nc(NCCN3CCOCC3)c3ccccc3n2)cc1	19%	-2%	1%	1%	-1%	-30%	-2%	2%	-24%	8	-16%
COc1ccc(NC(=O)CN(C)CC(=O)Nc2ccc(C)c(S(=O)(=O)N3CCCCC3)c2)cc1	.	-6%	-6%	0%	.	0%	-9%	4%	?	9	1%
Cc1cc(C)nc(N2CCCC(C(=O)Nc3ccc4nc(C)c(C)nc4c3)C2)n1 (stereo not given)	-1%	-9%	-6%	-4%	-17%	-7%	0%	1%	12µM*	-3	0%
CCN1CCN(C(=O)Nc2cccc3ccccc23)CC1	14%	1%	4%	0%	-10%	-14%	-4%	-5%	9%	-5	2%
CCSc1nc2ccc(OC)cc2cc1C#N	-9%	14%	6%	9%	-10%	30%	3%	3%	?	-5	-17%
CCN(CC)CC#CCOC(c1ccccc1)c1ccccc1	-10%	2%	-5%	-1%	-7%	-22%	1%	0%	-7%	6	4%
CC(C)Cn1c(N)c(C(=O)COC(=O)/C=C/c2ccccc2)c(=O)n(C)c1=O	.	-5%	-8%	-2%	.	-35%	-17%	-2%	?	10	-1%
Cc1ccc(S(=O)(=O)N2CCOCC2)cc1C(=O)NC1CCCCC1	22%	-19%	-4%	0%	-12%	-5%	0%	0%	-4%	8	0%

SMILES	RORg inh	p53 reactivator	ELG1 genotox	NPC1 prom act	Gal4-VP16 FLuc	BRCA1 expr up	Rab9 promoter act	Tb PFK block	ELG1 DNA repair	TRPV1 agonist	FLuc modulator
CN1CCC(=O)N([C@H](CO)c2ccccc2)CC1	15%	.	10%	2%	-3%	10%	0%	2%	?	1	-4%
COc1ccccc1NC(=O)COC(=O)c1ccc(N2CCCC2=O)cc1	.	8%	1%	-2%	.	-14%	2%	2%	-10%	-3	?
COC(=O)COc1ccc(NC(=O)Cn2nc(-c3ccccc3)c3ccccc3c2=O)cc1	14%	-3%	4%	-1%	-5%	-2%	12%	0%	12%	0	0%
Cc1cccc(NC(=O)CN2CCN(CC(=O)NCc3ccc(Cl)cc3Cl)CC2)c1C	.	-4%	1%	-4%	.	-6%	-1%	-5%	0%	-1	1%
Cc1cnc(NC(=O)COc2ccccc2)s1	-10%	?	?	2µM*	2%	?	2.2µM*	-3%	?	1	11µM*
Cc1ccc(Nc2nc(=O)c3cccnc3s2)cc1	40%	17%	?	3.2µM*	20%	4%	2.5µM*	-2%	?	-2	12µM*
CCC(c1nnc(SCC(=O)Nc2cc(S(C)(=O)=O)ccc2Cl)n1Cc1ccccc1)N(C)C (stereo not given)	6%	0%	5%	-3%	-6%	11%	0%	-3%	-1%	1	-1%
O=C(CCc1nnc2ccc(NCc3ccco3)nn12)Nc1ccc(F)cc1	?	2%	13%	2%	12%	7%	10%	-1%	-9%	-2	1%
O=C(Cc1cccs1)N1CCC(c2nc3c(nnn3Cc3ccccc3Cl)c(=O)[nH]2)CC1	36%	0%	-1%	-4%	-6%	-37%	4%	-2%	-17%	-1	0%
CCC(=O)c1ccc(OCCN2CCOCC2)cc1	42%	25%	13%	8%	8%	16%	-3%	6%	?	1	0%
CC(=O)n1c2ccccc2c2ccccc21	25%	1%	2%	-4%	-1%	-2%	6%	-5%	-28%	-1	0%
CC1CN(c2ccc([N+](=O)[O-])cc2C(=O)N2CCOCC2)CC(C)N1 (stereo not given)	15%	2%	0%	6%	?	-1%	8%	1%	27%	-3	0%
COc1ccc(N(C)S(=O)(=O)c2ccc3c(c2)CCN3C(=O)C2CC2)c(OC)c1	40%	-10%	-23%	2%	-6%	12%	-2%	3%	-23%	12	-2%
O=C(O)CC(c1cccc2ccccc12)N1Cc2ccccc2C1=O (stereo not given)	24%	-2%	-5%	-3%	-17%	10%	-4%	0%	5%	-3	0%
CC(=O)N1CCc2c(sc(NC(=O)C3CCCN3S(=O)(=O)c3cccs3)c2C#N)C1 (stereo not given)	.	-1%	?	-9%	.	-31%	-4%	5%	-17%	9	-11%
Cc1nn(C)cc1C1Nc2ccccc2C(=O)N1O (stereo not given)	?	1%	6%	5%	2%	8%	-4%	-1%	17%	2	4%
Cc1ccnc(NS(=O)(=O)c2ccc(NC(=O)c3ccc(C)o3)cc2)n1	19%	-2%	-4%	-2%	-1%	-5%	-2%	0%	-6%	0	1%
O=C(Cc1cccs1)NNC(=O)c1ccccc1Cl	.	-7%	5%	1%	.	70%	-2%	-3%	?	1	.
CC1(C)CC(=O)C=C(c2ccc(-c3ccccc3)cc2)C1	.	?	?	2.8µM*	.	10µM*	?	1%	?	0	?
O=C(c1ccccc1)N1CCN(CC2CC=CCC2)CC1 (stereo not given)	-41%	1%	2%	1%	6%	3%	-1%	-10%	5%	-4	2%

SMILES	RORg inh	p53 reactivator	ELG1 genotox	NPC1 prom act	Gal4-VP16 FLuc	BRCA1 expr up	Rab9 promoter act	Tb PFK block	ELG1 DNA repair	TRPV1 agonist	FLuc modulator
NC1=NN=C(c2ccc3c(c2)OCCO3)CS1	10µM*	13%	-9%	1µM*	10µM*	-33%	0.56µM*	-10%	?	6	5.4µM*
Fc1ccc(CNCc2ccccc2C(F)(F)F)cc1	-6%	-2%	-5%	-1%	-17%	6%	2%	0%	4%	1	-1%
Cc1cc(C)c2cc(C#N)c(NCCNC(=S)NCCCN3CCOCC3)nc2c1	?	-4%	-8%	-4%	5%	-14%	-5%	-1%	-28%	0	3%
COc1cccc2c1-c1c(O)cccc1C2=O	-16%[1.91 µM]	.	-2%	-2%	8%	9%	-6%	-8%	0%	0	5%
CC(=O)c1ccc(N2CCN(C(=O)c3ccc4c(=O)n(-c5ccccc5)c(=O)[nH]c4c3)CC2)cc1	?	4%	0%	-12%	?	-14%	-12%	1%	23µM*	-4	-4%
